# From PubChem
# Scp1 inh – Scp-1 (human) phosphatase inhibition; Q9GZU7; Recombinant Scp1, phosphopeptide, malachite green phosphate absorbance; inhibition, % at 20 µM; 340,000 tested, 0.88% active;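 active = inhibition above about 50% at 20 µM, limit read from the data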;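 also: plate controls were DMSO wells with enzyme for no effect and wells lacking enzyme for full effect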
#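 Assay system: SCP-1 catalytic fragment, aa 76-261 | Buffer or medium: Tris acetate buffer pH 5.5 with MgCl2 and Tween-20 | Compound: One concentration, 20 µM, with 1.0% DMSO | Also added: Phospho 17-mer peptide substrate | Signal: Absorbance at 630 nm | Incubation: 45 min enzyme reaction at room temperature | Measure: % inhibition of SCP-1 phosphate liberation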
# DNMT1 block – blocks human DNA methyltransferase DNMT1; P26358; DNMT1 molecular beacon, Hinp1I cleavage, fluorescence; inhibition (reported as % activation of signal), % at 10 µM; 360,000 tested, 0.83% active; AID 588458; in the data active = inhibition above about 50%
# NadD inh – inhibitors of Staphylococcus aureus NadD. 360,000 tested, 0.78% active. purified NadD enzyme, colorimetric absorbance read-out. inhibition, % at 20 µM; in the data active = inhibition above about 26%; also: some compounds past the cut are filed as inactive
# MLLE-PAM2 inh – blocks PAM2 peptide binding to the PABP1 MLLE domain. 360,000 tested, 0.36% active. AID 588489. inhibition, % at 20 µM. GST-MLLE / FITC-PAM2 fluorescence polarization. P11940; in the data active = inhibition above about 35%, passing the limit was not always enough;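 also: plate controls were DMSO wells with GST-MLLE for no effect and wells lacking GST-MLLE protein for full effect; some results filed as inactive read as strong as hits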
# LMPTP inh – LMPTP (human) inhibition | P24666 | recombinant LMPTP-A, OMFP fluorogenic substrate, fluorescence intensity | 360,000 tested, 0.22% active | inhibition, % at 20 µM;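 active = compounds that cut the enzyme signal by at least half of the control window in the single-dose screen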;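 also: plate controls were DMSO wells with enzyme plus substrate for no effect and substrate without enzyme for full effect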
#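 Test system – LMPTP-A phosphatase enzyme · Quantity – 0.625 nM LMPTP-A final · Reagent – OMFP substrate, 400 µM final · Dosing – one test concentration per compound, 20 µM, with 3% DMSO overall · Timing – 50 min enzyme reaction at room temperature, protected from light · Detection – fluorescence intensity · Controls – substrate-only low control, DMSO enzyme-plus-substrate high control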
# CSN inh – inhibitors of human CSN-mediated cullin deneddylation | 360,000 tested, 0.38% active | AID 651999 | inhibition, % at 12.5 µM | Purified CSN, SCF-Nedd8-OG deneddylation, fluorescence polarization;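 active = pattern-corrected inhibition above about 35%, with an unprinted fluorescence ratio check between 0.5 and 1.5, limit read from the data, passing the limit was not always enough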;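 also: 0% = enzyme with substrate and 100% = substrate without enzyme; some results filed as inactive read as strong as hits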
#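 assay system = purified human Csn5 enzyme expressed in HEK293T cells | amount = 0.24 nM enzyme | buffer or medium = Tris/NaCl/DTT buffer, pH 7.5 | reagent = 10 nM SCFSkp2-Nedd8OG | compound = one concentration, 12.5 µM, 0.25% DMSO | times = 90 min reaction at room temperature | signal = FP | read-out basis = % inhibition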
# STEP block – blocks human striatal-enriched tyrosine phosphatase; inhibition, % at 20 µM; AID 588621; 360,000 tested, 0.25% active; recombinant STEP, OMFP fluorogenic substrate, fluorescence; P54829;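 active = inhibition at 20 µM, scaled per plate between control wells, above about 37%, limit read from the data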;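 also: 0% = DMSO with enzyme and substrate and 100% = substrate only without enzyme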
#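 System: STEP (striatal-enriched tyrosine phosphatase) enzyme, cell-free; medium: Bis-Tris pH 6.0 buffer with DTT, detergent; dosing: 20 µM, 1% DMSO; times: reaction 20 min, ambient temperature; detection: fluorescence, 480/540 nm; read-out basis: normalized % inhibition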
# Rpn11 block – inhibitors of human proteasome Rpn11; calls only at 20 µM; AID 588493; O00487; human 26S proteasome, Ub4-pepOG fluorescence polarization; 20S core pre-blocked with epoxomicin; 360,000 tested, 0.59% active;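 active = inhibition at 20 µM, scaled to each plate's controls, above about 33%, limit read from the data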
# SUMO1 PPI mod – alters human SUMO1 binding to SIM partners | AID 602429 | inhibition, % at 20 µM | 360,000 tested, 0.33% active | SUMO1 binding to a labelled peptide, TR-FRET, 1 h | P63165; in the data active = inhibition above about 37%
# TbMetRS inhib – Trypanosoma brucei MetRS inhibition; purified T. brucei MetRS, ATP depletion, Kinase-Glo luminescence; inhibition, % at 11.9 µM; 360,000 tested, 0.4% active;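 active = inhibition above a per-plate cutoff of the control wells' mean inhibition plus 3 SD, cut at about 5.5% in these data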;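 also: 0% = DMSO wells median and 100% = median of wells with control inhibitor compound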
#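 Material – parasite MetRS enzyme · Medium – HEPES-MgCl2-KCl buffer plus DTT, spermine, BSA, pyrophosphatase · Reagent – ATP, methionine and E. coli bulk tRNA substrates · Times – 15 min enzyme-compound preincubation, 2 h reaction, 10 min detection, 25 °C · Measured by – luminescence of leftover ATP · Evaluation – percent inhibition relative to median high and low control wells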
# * marks the source's active call; other numbers are inactive results; i = inactive; nt = not tested or not shown.
# Every second line gives: Scp1 inh	DNMT1 block	NadD inh	MLLE-PAM2 inh	LMPTP inh	CSN inh	STEP block	Rpn11 block	SUMO1 PPI mod	TbMetRS inhib
> CCOC(=O)c1sc2nc(CC(=O)OC)nc(N3CCN(c4ccccn4)CC3)c2c1C
    -7	-5	4	2	4.5	0	2	i	-14	-0.2
> CCC(=O)Nc1cccc(C(=O)/C=C/c2ccc(F)cc2)c1
    4	0	-6	-1	0.6	23	-1	i	0	-1.1
> COC(=O)C(CC(=O)c1ccc(Br)cc1)n1nc(C)cc1C (stereo not given)
    -2	-1	-4	6	-0.8	4	-3	i	6	-0.3
> COc1ccc(CCNC(=O)CSc2nc(N)c3c(C)c(C)oc3n2)cc1OC
    -2	-1	4	10	-0.1	4	-2	i	4	0.2
> CCCCn1c(=O)c(CCC(=O)OCC(=O)NC(C)c2ccccc2)nc2ccccc21 (stereo not given)
    -5	-3	1	0	-1.4	2	-2	i	-7	-0.4
> COC(=O)c1ccc(CNC(=O)c2cc(COc3cncc(Cl)c3)on2)cc1
    -5	-2	0	-10	1.1	1	-3	i	-1	-0.5
> COc1ccc(/C=C/C2=NC(=C\N(C)C)/C(=O)O2)cc1
    -3	-3	-15	-4	-0.1	-1	3	i	-23	-0.3
> O=C(Nc1cccc(C(F)(F)F)c1)c1ccc2nc(N3C(=O)CCC3=O)sc2c1
    -11	-8	-1	-19	0.9	5	-4	i	7	0.8
> CC(C)(C)c1ccc(C(=O)NCCC(=O)Nc2cc(Cl)ccc2N2CCOCC2)cc1
    -10	-7	-1	-20	1.5	4	-1	i	1	-0.3
> O=C1COc2ccc(C(=O)COC(=O)C3CC(O)CN3S(=O)(=O)c3ccc(Cl)cc3)cc2N1 (stereo not given)
    -11	1	2	-10	11	5	0	i	2	0.6
> O=C(NC1CCCCC1)C1CCN(c2nccs2)CC1
    -7	-2	-1	9	0.6	1	1	i	0	-0.1
> Cc1nc(NC(=O)Nc2ccc(Cl)cc2)sc1C
    7	1	1	22	-0.3	-2	2	i	-2	-0.9
> O=C(c1ccccc1)c1nnc(-c2ccncc2)o1
    1	1	4	-8	-1.3	2	0	i	-27	-0.6
> CC1CCCC(C)N1CCCNC(=O)Cn1ncc2c([nH]c3ccccc32)c1=O (stereo not given)
    -6	-3	2	12	-0.5	-1	3	i	5	-0.2
> O=C(COc1ccc(Br)cc1Br)NC1CCS(=O)(=O)C1 (stereo not given)
    -8	1	1	0	-0.6	3	0	i	0	-0.1
> O=C(CC1CS(=O)(=O)CC1CC(=O)Nc1ccc2c(c1)OCCO2)Nc1ccc2c(c1)OCCO2 (stereo not given)
    -1	-5	7	5	0.1	10	0	i	6	-0.6
> Cc1ccc(NC(=O)CN(C)C(=O)COC(=O)CCS(=O)(=O)c2ccc(C)cc2)cc1
    -7	3	-4	10	-0.5	0	-1	i	-1	0.0
> Cc1cc(C)n2nc(-c3sccc3-n3c(C)ccc3C)cc2n1
    2	-7	14	-34	0.3	3	4	i	2	-1.2
> Cc1ccc(C2=NN(C(=O)COc3ncnc4ccccc34)C(c3ccco3)C2)cc1 (stereo not given)
    -1	0	1	17	0.2	-1	0	i	-2	-0.6
> COc1ccc2[nH]c(=O)c(CN(C(=O)c3ccncc3)C(C)(C)C)cc2c1
    1	-3	-2	4	-0.8	-8	-6	i	0	-1.5

# Whole records from above. Order of screens: Scp1 inh	DNMT1 block	NadD inh	MLLE-PAM2 inh	LMPTP inh	CSN inh	STEP block	Rpn11 block	SUMO1 PPI mod	TbMetRS inhib
# O=C(COc1ccc(Br)cc1Br)NC1CCS(=O)(=O)C1 (stereo not given) across the screens: -8	1	1	0	-0.6	3	0	i	0	-0.1
# CCCCn1c(=O)c(CCC(=O)OCC(=O)NC(C)c2ccccc2)nc2ccccc21 (stereo not given) across the screens: -5	-3	1	0	-1.4	2	-2	i	-7	-0.4

# New compounds follow:
# Every second line gives: Scp1 inh	DNMT1 block	NadD inh	MLLE-PAM2 inh	LMPTP inh	CSN inh	STEP block	Rpn11 block	SUMO1 PPI mod	TbMetRS inhib
> COc1ccc2nc(NC3=NC(c4ccccc4)CC(=O)N3)nc(C)c2c1 (stereo not given)
    -5	0	-1	-13	2.4	2	-2	i	-4	-0.4
> CCOC(=O)c1c(NC(=O)c2nn(CC)cc2Br)c(C#N)cn1-c1ccccc1
    -9	-4	2	-1	0.4	1	2	i	4	0.5
> Cc1ccc(C(=O)CSc2nnc(-c3ccco3)n2C)cc1
    1	1	-2	19	-1.0	1	2	i	3	-1.2
> CN(NS(C)(=O)=O)c1ncc(C(F)(F)F)cc1Cl
    -4	2	9	13	-2.3	2	-2	i	0	0.0
> Cc1ccnn1CC(=O)N/N=C/c1cn[nH]c1-c1ccc(F)cc1
    -11	-12	0	25	-1.7	-7	-2	i	-8	1.6
> CC1(C)C2CCC1(C)C(OC(=O)C[n+]1ccccc1)C2 (stereo not given)
    -7	-1	6	8	2.3	0	3	i	-1	-0.2
> Cc1ccc(C)c(SCC(=O)N(C)CC(=O)Nc2ccc(N3CCOCC3)cc2)c1
    -5	2	-1	-1	-0.1	-2	-1	i	2	0.0
> O=C(c1cc(-c2cccnc2)nc2ccccc12)N1CCN(S(=O)(=O)c2cccs2)CC1
    -1	-1	10	-7	0.6	-1	-2	i	-10	-0.5
> O=c1ccc(S(=O)(=O)N2CCC(Cc3ccccc3)CC2)c[nH]1
    4	-2	-2	9	-0.3	5	0	i	-2	-0.1
> Cc1ccc(NCC(=O)Nc2cccc(S(=O)(=O)N(C)C)c2)c(Cl)c1
    -5	-4	-2	13	0.9	1	-3	i	-3	0.6
> O=C(Nc1ccccc1Cl)c1cccc(COc2cc(Cl)ccc2Cl)c1
    -3	1	-4	-3	3.2	2	2	i	-3	0.2
> CCN=C1SC(CC(=O)NC(C)C)C(=O)N1CC (stereo not given)
    -7	-3	-1	-10	-1.6	-2	-1	i	-3	-0.3
> CCOc1cccc(Cc2c[nH]c(=O)[nH]c2=O)c1
    nt	6	-2	-7	-0.9	3	-1	i	11	-0.2
> O=C(c1cc2ccccc2oc1=O)N1CCCCCCC1
    -2	-3	-1	7	-2.0	2	0	i	0	1.2
> CN(Cc1nc2ccccc2c(=O)[nH]1)C(=O)c1ccccc1OCc1ccc(Cl)cc1
    -12	0	-7	21	-0.7	-4	-4	i	2	1.0
> CC1(C)OC(=O)C(=NNc2ccc(C(=O)O)cc2)C(=O)O1
    -10	-1	-7	1	0.1	-5	-4	i	-32	-0.4
> CC(C)OCCCNC(=O)COc1ccc2oc3c(c2c1)CCCC3
    -12	-2	3	-12	1.6	-1	0	i	4	-0.1
> Fc1ccc(-c2nnc(NC3=NCCCCC3)o2)cc1
    -7	4	-4	-11	1.7	4	-1	i	-1	-2.0
> CC(=O)Nc1sc(C)c(C)c1C(=O)OCC(=O)Nc1cccc(C)c1
    0	7	2	2	-1.1	-4	4	i	4	-0.3
> CN(Cc1cccs1)C(=O)COc1cccc(-n2cnnn2)c1
    -9	2	-1	7	-3.1	1	0	i	7	-0.2

# Remaining list, next part:
# Every second line gives: Scp1 inh	DNMT1 block	NadD inh	MLLE-PAM2 inh	LMPTP inh	CSN inh	STEP block	Rpn11 block	SUMO1 PPI mod	TbMetRS inhib
> CCOc1ccc(S(=O)(=O)N2CCCC(C(=O)NCc3cccnc3)C2)cc1 (stereo not given)
    -7	2	-4	-3	0.0	2	-1	i	4	-0.4
> C/C(=N\NC(=O)c1csc(C)c1C)c1ccc(C)s1
    -5	0	-2	9	0.2	-2	-2	i	-4	-0.9
> COC(=O)c1cccc(NC(=O)CSc2nnnn2C)c1
    2	5	0	8	0.7	-4	-2	i	3	0.8
> Cc1cc(Cl)ccc1OCC(=O)Nc1cccc(S(=O)(=O)N2CCCC2)c1
    -17	-5	-3	-9	3.1	-1	-2	i	6	0.0
> O=C(CCl)Nc1ccc(Oc2cnc3ccccc3n2)cc1
    -5	1	-5	-2	-0.9	0	0	i	-8	-0.1
> Cc1cc(C(=O)N/N=C/C=C/c2ccccc2[N+](=O)[O-])c(C)o1
    -8	-1	-1	-8	-0.2	-7	-6	i	-17	-0.9
> CN1CCN(C(=O)c2cccc(COc3cc(Cl)ccc3Cl)c2)CC1
    -2	-3	-5	-12	-0.1	-2	0	i	1	0.3
> CCOc1ccc(NC(=O)NNC(=O)C(C)Oc2ccccc2OC)cc1 (stereo not given)
    -10	1	-4	-8	-1.3	0	-2	i	4	-0.1
> Cc1ccc(NC(=O)CCc2nc3ccccc3s2)c(O)c1
    -2	2	-7	4	0.3	0	-3	i	3	-1.0
> COc1ccc(C(=O)NCCSc2ccccc2)cc1
    -11	3	-3	8	0.0	-1	-1	i	0	0.1
> O=C(c1n[nH]c(=O)c2ccccc12)N1CCN(C2c3ccccc3-c3ccccc32)CC1
    -1	-6	5	7	0.6	2	-2	i	2	0.0
> COc1cccc(/C=N/Nc2nc(C)cc(=O)[nH]2)c1OC
    -2	1	-3	-13	-0.7	-8	-2	i	-8	0.0
> COc1ccc(C2C(=O)N(C3CCCCC3)CC(=O)N2C2CCCC2)cc1 (stereo not given)
    0	2	-2	-7	-0.1	2	-1	i	1	0.3
> CCCCC(=O)N/N=C(\C)c1cccc(NC(=O)C2CC2)c1
    -9	4	-4	3	-0.9	-2	-2	i	-1	0.1
> Cc1ccc2c(c1)N(CC(=O)NCCC1=CCCCC1)C(=O)c1cccnc1O2
    3	0	-7	5	-1.4	3	2	i	2	-0.7
> NS(=O)(=O)c1ccc(NC(=O)Nc2ccc(Cl)cc2)cc1
    -13	-5	-5	17	-0.1	4	-2	i	-2	-0.8
> COc1ccc([C@H]2CC(=O)C=C(c3ccc(OC(F)(F)F)cc3)C2)cc1OC
    -6	-1	-5	14	3.6	0	2	i	-16	-0.3
> Cc1ccc(S(=O)(=O)CCC(=O)OCC(=O)NCC(=O)Nc2c(C)cc(C)cc2C)cc1
    -4	0	-7	8	-1.2	-2	0	i	4	-0.6
> O=C(C(=O)N1CCN(c2ccc(F)cc2)CC1)c1cn(CC(=O)N2CCOCC2)c2ccccc12
    1	1	-2	2	-1.4	0	0	i	0	0.3
> N#CCSc1nc2[nH]ncc2c(=O)n1-c1ccccc1Br
    -3	1	-1	-13	0.3	-2	-13	i	-1	-1.0
> CC(C)(C)c1ccc(S(=O)(=O)/N=C2\C=C(NS(=O)(=O)c3ccccc3)C(=O)c3ccccc32)cc1
    -15	-29	40*	-1	3.4	5	-1	i	-4	0.0
